NOD1 inhibition = inhibition of NOD1-driven NF-kB reporter – cell-based, luminescence, uHTS, primary screen (AID 1578); NOD1-driven NF-kB luciferase reporter cells, luminescence; higher % means a stronger effect; inhibition, % at 4 µM, or EC50 in µM where a hit was titrated; 1% of 290,000 active; in the data active means inhibition mostly above about 36%, no sharp cut-off; inactive means mostly below about 34%;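 further: HEK-293T reporter cells stimulated with the NOD1 agonist gamma-tri-DAP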
MgcRacGAP inhibition = MgcRacGAP GTPase-activating activity inhibitors, confirmation, biochemical, ADP Hunter fluorescence | MgcRacGAP-stimulated Rac1 GTP hydrolysis, ADP Hunter fluorescence; higher % means a stronger effect; GST-tagged Rac1 F28L mutant substrate | inhibition, % at 30 µM; hits with a dose series show IC50 in µM | 0.6% of 340,000 active;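 active means first-screen hits whose inhibition reached a set limit at any dose in the follow-up dose series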;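 further: fluorescence reports GDP produced by GAP-driven GTP hydrolysis; strong numbers were not always called active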
GPR55 beta-arrestin = selective activators of receptor GPR55 – imaging, U2OS cells, beta-arrestin-GFP redistribution, primary screen (AID 1961) | U2OS GPR55 beta-arrestin-GFP redistribution imaging; higher % means a stronger effect | activation, % at 10 µM, or EC50 in µM where a hit was titrated | 0.048% of 290,000 active;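 active means activation above 40% with more than 50 cells counted in the well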;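 further: U2OS osteosarcoma cells stably expressing GPR55 and beta-arrestin-GFP; plate controls were DMSO negative control for no effect and LPI positive control for full effect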
GPR35 antagonists = inhibition of zaprinast-stimulated GPR35 beta-arrestin translocation – imaging, U2OS, beta-arrestin-GFP, zaprinast agonist, primary screen (AID 2058); U2OS GPR35 beta-arrestin-GFP translocation imaging, zaprinast antagonism; higher % means a stronger effect; one-dose inhibition, % at 10 µM; IC50 in µM for titrated hits; 0.052% of 290,000 active;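 active means inhibition of at least 50% with at least 30 cells and total cytoplasm GFP at most 10,000,000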
GPR55 LPI antagonism = GPR55 antagonists blocking LPI-driven arrestin recruitment, primary screen, imaging, U2OS, beta-arrestin-GFP, LPI agonist (AID 2013); U2OS GPR55 beta-arrestin-GFP translocation imaging, LPI antagonism; higher % means a stronger effect; inhibition, % at 10 µM, or IC50 in µM where a hit was titrated; 0.13% of 290,000 active;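 active means spots per cell inhibited over 60%, with over 100 cells counted and total cytoplasm intensity under 500,000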;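 further: U2OS cells stably carrying GPR55 and arrestin-GFP stimulated by 5 µM LPI near EC80; imaged beta-arrestin-GFP aggregate spots per cell after agonist stimulation; plate controls were LPI-stimulated DMSO wells for no effect and DMSO wells without LPI for full effect; some results filed as inactive read as strong as hits; confirmed hits need IC50 under 10 µM and bright autofluorescent wells are also inconclusive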
NTR1 agonist = NTR1-driven beta-arrestin-GFP spot formation – imaging, U2OS cells, high content, primary screen (AID 493036); agonist mode; activation, % at 20 µM; P30989; 0.17% of 330,000 active;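 active means activation at or above 40% of the spot to cytoplasm intensity ratio, with at least 20 cells analyzed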;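 further: 0% = DMSO without peptide and 100% = 100 nM NTR1 peptide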
Target sequence (P30989 whole entry, looked up): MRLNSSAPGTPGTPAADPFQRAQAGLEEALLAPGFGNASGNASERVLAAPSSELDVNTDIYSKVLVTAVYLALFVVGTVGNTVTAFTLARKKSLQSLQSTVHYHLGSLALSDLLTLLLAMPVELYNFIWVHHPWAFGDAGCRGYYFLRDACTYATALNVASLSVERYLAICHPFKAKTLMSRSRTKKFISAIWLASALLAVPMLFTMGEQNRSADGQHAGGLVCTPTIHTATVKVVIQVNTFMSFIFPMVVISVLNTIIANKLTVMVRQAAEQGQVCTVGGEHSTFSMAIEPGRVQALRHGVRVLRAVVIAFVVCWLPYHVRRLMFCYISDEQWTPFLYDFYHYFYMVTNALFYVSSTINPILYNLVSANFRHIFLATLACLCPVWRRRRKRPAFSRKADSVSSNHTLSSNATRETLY
KOR beta-arrestin-1 = kappa opioid receptor blockers – cell-based, luminescence, uHTS (AID 1778) | inhibition, % at 10 µM, or IC50 in µM where a hit was titrated | 0.091% of 290,000 active | KOR beta-arrestin recruitment, luminescence, antagonist mode; higher % means a stronger effect; in the data active means inhibition above about 50%; further: strong numbers were not always called active
UTI89 phage lysis = inhibition of K1F phage lysis, E. coli UTI89, bacterial capsule biogenesis inhibitors, alamar blue (AID 488966); E. coli UTI89 K1F phage lysis, alamar blue, 2 h; higher % means a stronger effect; inhibition, % at 100 µM, or IC50 in µM where a hit was titrated; 0.02% of 340,000 active;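 active means phage lysis inhibition, versus mean bacterial control, above a set limit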;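 further: capsule biogenesis inhibitors block K1F phage lysis so surviving cells raise fluorescence; higher fluorescence means more inhibition of phage lysis; actives were called in the ten point dose series up to 300 µM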
KOR beta-arrestin-2 = kappa opioid receptor activators – cell-based, luminescence, uHTS, primary screen (AID 1777). KOR beta-arrestin recruitment, luminescence; higher % means a stronger effect. one-dose activation, % at 10 µM; EC50 in µM for titrated hits. 0.02% of 280,000 active; in the data active means activation above about 50%, passing the limit was not always enough; further: a part of the inactive calls stands beside numbers as strong as those of hits
NTR1 agonist cell count 20 µM = recorded beside NTR1 agonist, whose call it bears; cell count; measured here: cell count, cytotoxicity flag
Starred values were filed as active, the others as inactive; i = inactive; . = no result given; & = joins results of further samples; [ ] = another dose, or the depositor's remark.

SMILES | NOD1 inhibition | MgcRacGAP inhibition | GPR55 beta-arrestin | GPR35 antagonists | GPR55 LPI antagonism | NTR1 agonist | NTR1 agonist cell count 20 µM | KOR beta-arrestin-1 | UTI89 phage lysis | KOR beta-arrestin-2
COc1ccc(Nc2cc(NCCCO)c([N+](=O)[O-])c3nonc23)cc1 | 5% | 10% | -0.1% | 7% | -4% | 1.5 | 41 | -10% | 0.1% | 0.6%
Cc1cc(Cl)c(Cl)cc1S(=O)(=O)NCCCn1ccnc1 | -33% | 1% | 0.2% | -13% | 1% | 0.5 | 66 | -1% | 1.7% | -0.1%
Cc1cccc(NCc2nc3ccccc3n2Cc2ccccc2)c1 | -20% | 8% | -0.1% | 10% | 11% | 12 | 91 | 6% | -0.5% | 1.2%
Cc1ccc(NC2=NCC(=O)N2Cc2cccs2)cc1C | -3% | 0% | 0.2% | 8% | 6% | -0.8 | 88 | -23%[20 µM] | 0.5% | -5.1%
O=C(O)c1cc(C(=O)C2CC2)c[nH]1 | -16% | 4% | -0.6% | -17% | -2% | 0.5 | 54 | -12% | -0.2% | -1.3%
Cc1ccn2c(Nc3ccc4c(c3)OCO4)c(-c3ccccn3)nc2c1 | -26% | 19% | -0.2% | 17% | -3% | 8.4 | 53 | -10% | 1.7% | 1.2%
COc1cc(C)c(S(=O)(=O)n2ccc(C)n2)cc1C | -1% | 6% | 0.3% | -1% | -5% | 0.7 | 55 | -68% | 3.1% | 3.9%
Cc1ccccc1C(=O)Oc1cc(N)n(S(C)(=O)=O)n1 | 10% | 12% | -0.1% | -11% | 8% | 0.7 | 47 | -13% | -0.2% | 1.7%
O=C(C[n+]1ccc(Cc2ccccc2)cc1)Nc1ccccc1 | -30% | 7% | 0.9% | -8% | 8% | 1.3 | 52 | -4% | 0.8% | -0.3%
Cc1oc2c(cc(NS(=O)(=O)c3ccc(Cl)cc3)c3ccccc32)c1C(=O)O | -27% | 7% | 0.2% | -2% | 5% | 1.2 | 65 | -47% | -0.2% | 6.1%
COCCNC(=O)CN(Cc1ccc(OC)cc1)C(=O)CCC(=O)Nc1nccs1 | 8% | 6% | -0.2% | 10% | -1% | 0.2 | 62 | -9% | 0.1% | -1.7%
CC(=O)Nc1cccc(NC(=O)Cc2ccc3ccccc3c2)c1 | -2% | 14% | 0.0% | 1% | 1% | 1.3 | 63 | -20% | -1.2% | 7.1%
Brc1ccccc1Cn1c(-c2cscn2)nc2ccccc21 | 3% | -1% | -0.1% | 10% | 6% | 2.8 | 59 | -32% | 8.5% | -1.1%
CC(C)CCNC(=O)[C@H](CC(C)C)NC(=O)[C@H]1O[C@@H]1C(=O)O | -18% | . | 1.2% | -1% | -2% | -0.9 | 58 | -11% | . | -0.2%
COCCCNC(=O)Cn1c(=O)n(Cc2ccc(C(=O)NCCc3ccc(OC)c(OC)c3)cc2)c(=O)c2ccccc21 | -24% | 13% | -0.2% | 5% | 6% | -0.2 | 58 | 10% | 0.0% | 0.5%
CC1Sc2ccc(S(=O)(=O)CCC(=O)NC(C)c3ccccc3)cc2NC1=O (stereo not drawn) | -13% | 0% | -0.2% | 2% | -10% | -1.2 | 60 | 15% | 0.2% | -7.8%
O=C(NCCO)/C(=C\c1cccc([N+](=O)[O-])c1)NC(=O)c1ccco1 | -51% | -1% | -0.5% | 1% | 5% | 1.1 | 64 | 10% | -0.6% | 0.0%
O=C(CCn1cnnn1)NC1CCCN(Cc2ccccc2F)C1 (stereo not drawn) | -24% | 0% | -0.1% | -6% | 8% | -0.9 | 62 | -16% | 1.1% | 1.6%
COc1cc([N+](=O)[O-])ccc1NC(=O)COC(=O)C=C(C)C | -13% | 8% | 1.6% | -1% | 3% | -0.3 | 56 | 14% | 1.1% | -1.5%
Oc1c(N=NC(=S)Nc2ccccc2F)c2ccccc2n1Cc1ccc(Cl)cc1 | 5% | 11% | 0.1% | 3% | 7% | -0.9 | 40 | 28% | 0.3% | -8.6%
O=C1NC(=O)/C(=C/c2ccc(OS(=O)(=O)c3ccc(F)cc3F)cc2)N1 | 0% | . | -0.1% | 2% | -14% | 6.3 | 55 | -16% | . | 4.8%
CCc1c(C(C)S(=O)(=O)c2ccccc2)[nH]c(=O)n1CC (stereo not drawn) | -16% | 0% | -0.1% | 6% | 7% | 1.4 | 42 | -12% | 2.5% | -3.9%
Cc1ccc(NC(=O)Nc2cnccn2)cc1Cl | -22% | 0% | 0.0% | -6% | -3% | -0.4 | 91 | -23% | 0.3% | 6.0%
Cc1ccc(CNC(=O)Cn2c(=O)n(-c3ccccc3)c(=O)c3sccc32)cc1 | -51% | 2% | -0.4% | 0% | -1% | -1.0 | 61 | 9% | 0.2% | 6.9%
CCOP(=O)(c1c(F)c(F)c(F)c(F)c1F)C(O)c1ccccc1 (stereo not drawn) | 22% | -3% | -0.3% | 3% | 2% | 6.4 | 69 | -2% | 0.1% | -5.0%
C=CCNC(=S)NN=C1CCC(c2ccccc2)CC1 (stereo not drawn) | -36% | 5% | -0.1% | 4% | -1% | 1.7 | 36 | -22% | 0.1% | 3.0%
CCOc1ccc(Br)cc1CNCCN1CCOCC1 | -42% | 2% | -0.5% | 5% | 1% | -0.2 | 58 | -1% | 5.1% | 5.1%
Cc1c(NC(=O)c2ccco2)cccc1-c1nc2cccnc2s1 | -2% | 9% | -0.1% | -10% | 1% | 2.4 | 76 | -17% | -0.7% | 9.8%
CN(C)CCNC(=O)C1CCCNC1=O (stereo not drawn) | -1% | -1% | -0.1% | 4% | 1% | 1.6 | 76 | -64% | 0.7% | 5.8%
COc1ccc(OC)c(C(=O)CSc2nc3cccnc3n2C)c1 | -11% | 10% | -0.2% | 7% | -6% | 1.4 | 55 | 6% | i | -2.3%
O=C(NC(C(=O)c1ccccc1)N1CCOCC1)c1cccs1 (stereo not drawn) | 15% | 0% | 0.3% | 3% | -11% | 1.2 | 51 | -28% | 0.1% | 6.1%
COc1ccccc1N1CCN(/N=C/c2cc([N+](=O)[O-])ccc2Cl)CC1 | -30% | -5% | 0.9% | -9% | 20% | 4.2 | 41 | -17% | -1.7% | 0.4%
CS(=O)(=O)N(CC(=O)NCc1ccncc1)c1ccc(Cl)c(Cl)c1 | 19% | -3% | -0.2% | 1% | 5% | -1.6 | 47 | -22% | 5.5% | 0.9%
CCOc1ccccc1CN1CCC(Oc2cccc(C(=O)NCCOC)c2)CC1 | -4% | 12% | 0.0% | -12% | -6% | -1.1 | 70 | -22%[20 µM] | -0.1% | 2.2%
Cc1cc(C)c(S(=O)(=O)N2CCN(C(=O)c3ccc4c(c3)OCO4)CC2)c(C)c1 | -28% | 6% | 0.1% | -11% | -7% | 0.0 | 34 | -13% | -0.1% | -6.4%
CC1=CC(C)(C)Nc2ccccc21 | 2% | 4%&9% | 0.2% | 2% | -8% | 0.2&2.7 | 49&48 | -8% | -0.7%&0.3% | 6.0%
O=C(N/N=C/c1cccc(C(F)(F)F)c1)C1CCN(c2ncc(C(F)(F)F)cc2Cl)CC1 | -13% | 5% | 0.0% | -2% | 12% | 13 | 75 | -48% | 0.3% | 1.1%
COc1ccc(S(=O)(=O)NC2CC2)cc1-n1cnnn1 | -32% | . | -0.1% | -1% | 3% | -1.7 | 14 | -22%[20 µM] | . | 9.0%
CCOc1ccccc1NC(=O)CSc1ccc([N+](=O)[O-])cc1 | 8% | 11% | -0.3% | 1% | 4% | 1.9 | 57 | -13% | 0.3% | 0.2%
O=c1[nH]ncn1-c1ccccc1 | -31% | 1% | 0.1% | -1% | 0% | -0.3 | 85 | -30% | 0.9% | 0.3%
COc1ccc(CCNC(=O)CN(c2ccc(OC)c(OC)c2)S(C)(=O)=O)cc1 | 4% | 5% | -0.3% | 9% | 6% | -0.8 | 68 | 9% | 0.1% | 3.8%
COc1ccc(-c2n[nH]c(=S)n2-c2ccc3c(c2)OCCO3)cc1OC | -49% | 9% | -0.1% | 15% | 3% | -0.8 | 20 | -28%[20 µM] | 0.9% | .
COc1ccc(N2CCN(C(=O)c3ccccc3NC(=O)c3ccccc3)CC2)cc1 | -32% | 15% | -0.2% | -7% | 3% | -1.3 | 63 | 10% | 0.4%[50 µM] | 2.1%
COc1ccc2c(c1)c(CC(=O)Nc1ccc(C)cc1)c(C)n2C(=O)c1ccc(Cl)cc1 | 24% | 15% | 0.3% | 7% | 16% | 0.6 | 37 | -11% | 0.7% | -1.4%
Cc1ccc(N=Nc2ccc(O)c(P(=O)(c3ccccc3)c3ccccc3)c2)cc1 | -13% | -7% | -0.1% | 5% | 12% | 9.4 | 60 | -2% | -1.1%[50 µM] | 2.3%
Cc1cccc(NC(=O)c2cc(-c3cc(C)ccc3O)n[nH]2)c1 | -14% | -7% | -0.2% | -10% | 6% | -0.3 | 89 | -39% | -1.8%[50 µM] | 9.8%
CCOC(=O)c1cc(CC)sc1/N=C/C1=C(O)CCCC1=O | -33% | 10% | -0.2% | -8% | 24% | 2.4 | 38 | -28% | 1.2%[50 µM] | 0.3%
CCOC(=O)c1sc(NC(=O)CNCc2cccnc2)c(C(=O)OCC)c1C | -22% | 4% | -0.4% | -1% | -3% | 0.7 | 63 | -26% | 1.1% | 1.1%
O=c1c2ccccc2nc(-c2ccco2)n1CCCn1ccnc1 | -15% | 11% | 0.1% | -12% | 15% | -0.8 | 71 | -38% | 2.9% | -2.5%
O=C(CSc1ncccn1)N/N=C/c1cccc(OC2CSC2)c1 | 2% | 3% | 0.3% | 2% | 14% | 2.9 | 41 | 11% | 0.1% | -2.9%
CS(=O)(=O)N1CCN(c2ccc(C(=O)NC34CC5CC(CC(C5)C3)C4)cc2[N+](=O)[O-])CC1 | -1% | 7% | -0.2% | 15% | 7% | 0.7 | 69 | -32% | 2.8% | 0.7%
Cc1cc(C)n(CC(O)CN2c3ccccc3Sc3ccccc32)n1 (stereo not drawn) | -1% | 83µM* | -0.2% | -9% | 6% | 5.0 | 85 | 20% | -0.9% | -3.3%
CCc1cc2c(Sc3nc4ccccc4s3)ncnc2s1 | 46% | 9% | -0.1% | 3% | 17% | 6.9 | 58 | 11% | 2.0% | -2.2%

Not all compounds are listed; rates above refer to the full screens.
